Compound activity: PubChem, The Scripps Research Institute Molecular Screening Center
PLCg1 inh = PLC-gamma1 (human) inhibition, primary screen; 0.84% of 370,000 active; inhibition, % at 12.2 µM; P19174; purified PLC-gamma1, fluorogenic substrate, fluorescence; in the data active = inhibition above about 9.5%
Target sequence (P19174 whole entry, looked up): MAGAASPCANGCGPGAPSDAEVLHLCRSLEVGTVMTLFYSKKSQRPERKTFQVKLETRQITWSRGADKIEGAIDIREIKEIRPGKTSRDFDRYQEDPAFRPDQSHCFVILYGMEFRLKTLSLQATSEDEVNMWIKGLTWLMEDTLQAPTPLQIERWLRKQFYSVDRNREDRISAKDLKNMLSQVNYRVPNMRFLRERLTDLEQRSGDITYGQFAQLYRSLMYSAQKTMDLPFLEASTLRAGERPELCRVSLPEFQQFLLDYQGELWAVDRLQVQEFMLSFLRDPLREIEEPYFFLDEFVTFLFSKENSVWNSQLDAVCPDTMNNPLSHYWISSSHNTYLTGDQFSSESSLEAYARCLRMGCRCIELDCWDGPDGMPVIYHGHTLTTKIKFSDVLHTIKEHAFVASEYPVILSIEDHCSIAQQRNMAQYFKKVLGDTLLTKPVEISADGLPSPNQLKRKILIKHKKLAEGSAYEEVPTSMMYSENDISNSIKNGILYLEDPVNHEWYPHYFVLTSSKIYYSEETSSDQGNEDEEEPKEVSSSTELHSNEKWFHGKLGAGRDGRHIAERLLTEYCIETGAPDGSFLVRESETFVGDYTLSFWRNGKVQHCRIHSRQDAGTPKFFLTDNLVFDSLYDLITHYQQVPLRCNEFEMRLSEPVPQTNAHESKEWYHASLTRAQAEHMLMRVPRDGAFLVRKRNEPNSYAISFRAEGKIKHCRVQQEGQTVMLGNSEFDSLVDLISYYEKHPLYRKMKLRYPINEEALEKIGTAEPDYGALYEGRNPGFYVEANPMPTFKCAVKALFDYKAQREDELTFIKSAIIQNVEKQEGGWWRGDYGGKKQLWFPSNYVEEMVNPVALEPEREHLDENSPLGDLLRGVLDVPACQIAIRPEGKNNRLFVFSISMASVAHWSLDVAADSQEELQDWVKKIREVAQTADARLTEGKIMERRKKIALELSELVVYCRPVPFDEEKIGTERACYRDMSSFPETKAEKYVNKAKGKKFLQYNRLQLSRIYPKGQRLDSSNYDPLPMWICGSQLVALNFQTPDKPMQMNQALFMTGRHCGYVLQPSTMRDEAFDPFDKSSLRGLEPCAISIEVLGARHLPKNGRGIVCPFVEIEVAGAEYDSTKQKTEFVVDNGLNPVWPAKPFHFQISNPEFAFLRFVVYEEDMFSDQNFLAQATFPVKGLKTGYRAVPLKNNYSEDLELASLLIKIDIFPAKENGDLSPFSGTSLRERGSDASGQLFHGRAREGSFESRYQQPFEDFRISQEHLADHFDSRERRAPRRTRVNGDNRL
PLC-beta3 inh = PLC-beta3 (human) inhibition, primary screen; Purified PLC-beta3, fluorogenic substrate, fluorescence; Q01970; 0.18% of 370,000 active; inhibition, % at 12.2 µM; in the data active = inhibition above about 11%;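 also: 0% = median of compound wells on plate and 100% = full blocker control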
FXN GAA850 act = increases GAA850 frataxin promoter reporter activity; AID 540364; activation, % at 6 µM; 0.56% of 360,000 active; HEK293 lucGAA850 FXN promoter luciferase reporter, 24 h; percent of 10 µM SAHA response;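 active = activation above the average of all compounds screened plus 3 SD, cutoff fixed separately per campaign, cut at about 7.5% in these data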;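 also: 0% = DMSO wells and 100% = 10 µM SAHA wells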
sPLA2-III inh = Inhibits HGIII-sPLA2 liposome hydrolysis, primary screen; QFRET BODIPY PC-A2 liposome hydrolysis, fluorescence; AID 743126; Q9NZ20; 0.56% of 370,000 active; inhibition, % at 12.2 µM;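 active = inhibition above mean plus 3 SD of compounds lying within the high and low control bounds, cut at about 19% in these data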;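 also: 0% = median of test compound wells and 100% = no enzyme DMSO wells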
DAX1 inh-1 = blocks DAX1 repression of SF-1 activated StAR promoter; inhibition, % at 6.8 µM; HEK293T StAR-luciferase reporter, SF-1/DAX-1 repression relief; AID 652010; 1.1% of 370,000 active;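 active = inhibition above the mean over all tested compounds plus 3 SD, cut at about 3.6% in these data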;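 also: 0% = DAX-1 cells with DMSO and 100% = cells lacking DAX-1 with DMSO; higher inhibition means more luminescence from relief of DAX-1 repression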
ssDAF-12 act = S. stercoralis DAF-12 activation, primary screen; HEK293 ssDAF-12/GRIP1 lit1-tk-luc reporter, luminescence; % of 3 µM dafachronic acid response; 1% of 370,000 active; activation, % at 6.8 µM;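 active = activation above the mean over all tested compounds plus 3 SD, cut at about 0.9% in these data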;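 also: 0% = DMSO-only wells and 100% = 3 µM delta7-dafachronic acid wells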
ADAM17 inh = inhibitors of human ADAM17; P78536; 0.83% of 370,000 active; inhibition, % at 6.95 µM; recombinant ADAM17, EDANS/DABCYL FRET peptide cleavage;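 active = inhibition above the mean of compounds lying between control limits plus 3 SD, set per campaign, cut at about 8.5% in these data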;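 also: 0% = DMSO-only wells as the low control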
ADAM10 inh = inhibitors of human ADAM10 | O14672 | recombinant ADAM10, EDANS/DABCYL FRET peptide cleavage, 3 h | inhibition, % at 7 µM | 0.62% of 370,000 active;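 active = inhibition above a per-campaign cutoff equal to the mean of compounds falling between control-based bounds plus 3 SD, cut at about 20% in these data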;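 also: 0% = DMSO wells while the 100% control is not disclosed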
hcDAF-12 act = H. contortus DAF-12 activation, primary screen. HEK293 hcDAF-12 lit1-tk-luc reporter, luminescence; 0% DMSO, 100% Δ7-dafachronic acid. activation, % at 6.8 µM. 1.4% of 370,000 active;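 active = activation above the mean of all tested compounds plus 3 SD, cut at about 5.5% in these data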;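 also: 100% = response to 3 µM Δ7-dafachronic acid high control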
DAX1 inh-2 = NR0B1 (DAX1) inhibition. inhibition, % at 6.75 µM. P51843. 0.99% of 340,000 active. HEK293 Gal4-DAX1 luciferase reporter, luminescence. AID 504766;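 active = inhibition above the mean over all tested compounds plus 3 SD, cut at about 4.2% in these data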;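 also: 0% = DAX1-transfected cells with DMSO and 100% = empty-vector control cells with DMSO; inhibition shows as a rise in luminescence from relieved DAX1 repression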
hgDAF12 agonist = agonists of H. glycines DAF-12 nuclear receptor; HEK293 GAL4-hgDAF12 UAS-luciferase reporter, agonist luminescence; normalized to butyrate control; AID 687014; 1.8% of 370,000 active; activation, % at 6.8 µM;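 active = activation above a cutoff set at the mean of all screened compounds plus 3 SD, cut at about 10% in these data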;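 also: 0% = DMSO wells and 100% = sodium butyrate wells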
* = called active by the depositor; i = inactive; nt = no result given.

SMILES	PLCg1 inh	PLC-beta3 inh	FXN GAA850 act	sPLA2-III inh	DAX1 inh-1	ssDAF-12 act	ADAM17 inh	ADAM10 inh	hcDAF-12 act	DAX1 inh-2	hgDAF12 agonist
Cc1nc(CCNS(=O)(=O)c2cccnc2)cs1	-2	-7	0.3	3	0.1	-0.5	-5	-2	-0.9	1.1	1.2
COc1cc(C(CCN2CCOCC2)c2c(OC)cc(OC)c3c2OC(=O)CC3c2ccc(N(C)C)cc2)cc(OC)c1OC (stereo not given)	-3	-1	-1.9	-1	-0.2	-1.4	-1	1	0.3	-1.3	-2.9
CN(Cc1ccc(F)cc1)C(=O)CNC(=O)c1ccc2c(c1)OCO2	-2	-7	-1.5	0	-0.8	-1.0	2	3	-1.1	1.4	-2.0
CSc1nc2ccccc2n1CC(=O)Nc1c(C)cccc1C	5	3	-2.9	5	-0.7	-1.9	0	-10	0.0	-1.2	0.3
COc1ccc(CCNC(=O)c2ccc3ccccc3n2)cc1	-3	-6	4.1	-8	-0.1	-0.1	-3	-11	7.2*	0.4	11*
Cn1cc(Cc2ccc(C(=O)N3CCOCC3)cn2)c2ccccc21	-6	-7	-3.5	2	-0.2	-0.7	-6	-14	-1.4	nt	-1.4
O=c1c(-c2nc3ccccc3s2)cccn1Cc1ccc(Cl)cc1	-191	-249	2.8	-2	0.4	-1.4	-157	i	0.0	0.5	3.6
OC(COC(c1ccc(Cl)cc1)c1ccc(Cl)cc1)CN1CCCC1 (stereo not given)	1	-3	0.6	-2	0.4	-1.2	-2	-1	-1.9	3.8	3.7
Nc1nnc(Cc2ccccc2F)s1	0	2	3.5	-3	-0.5	-1.2	0	0	-0.7	0.4	-1.6
CCCC(=O)N(Cc1cc(=O)[nH]c2ccccc12)c1ccc(OC)cc1	0	-4	-2.6	-4	-0.2	-0.5	-3	-1	1.3	1.6	-0.1
CC(C)CNc1nc(SCC(=O)Nc2ccccc2)nc(N2CCOCC2)n1	2	-3	0.2	-1	0.0	-1.5	0	5	0.2	-1.1	-1.4
CCn1c(COc2ccc(Cl)cc2)nnc1SCC(=O)Nc1ccccc1-c1ccccc1	0	-1	nt	-23	-2.9	-2.0	9	15	-3.7	nt	-1.5
Cc1ccccc1COC(=O)c1nn(-c2ccccc2)nc1N	-138	-130	1.6	-4	0.2	-0.8	-186	i	1.4	0.4	-1.8
COc1ccccc1NS(=O)(=O)c1cc(NC(=O)c2sc3cc(Cl)ccc3c2Cl)ccc1C	6	10	1.1	3	0.7	-0.5	4	11	0.4	0.5	-3.0
O=C(COc1ccc2ccccc2c1)NNC(=O)Cc1cccc2ccccc12	2	2	-0.9	-11	0.6	-1.6	-1	5	-1.9	0.7	-2.2
CC1=NN(/C(=N\c2nnc(C)s2)Nc2ccc(C(C)(C)C)cc2)[C@H](c2ccc(C)cc2)S1	-1	2	-0.6	-8	-1.0	-1.7	4	6	-1.7	-0.5	-2.5
CCOC(=O)c1sc2nc(C)cc(C)c2c1N	i	i	1.9	4	0.2	-1.1	-229	i	0.5	1.2	5.5
NC(=O)c1ncn([C@@H]2O[C@H](CN=C3NS(=O)(=O)c4ccccc43)[C@@H](O)[C@H]2O)n1	6	6	-0.7	16	0.3	-1.1	2	-6	-1.6	1.2	-0.9
COc1cccc(NC(=O)c2cc3ccccc3oc2=O)c1	1	1	0.3	-2	2.6	-0.1	-3	6	7.2*	3.1	13*
CN1CCC(N(C)S(=O)(=O)c2ccc(NC(=O)Cc3ccc(F)cc3)cc2)CC1	1	-6	1.0	-17	0.2	-1.0	-3	-11	-0.5	0.8	6.3
O=C(c1ccco1)N1CCN(c2ccc([N+](=O)[O-])cc2F)CC1	2	-3	1.1	-3	-0.7	-1.4	2	7	-0.1	0.1	1.0
CCN1CCCc2cc(CN(CCN3CCOCC3)C(=S)Nc3ccc(OC)c(Cl)c3)ccc21	-2	-9	1.1	5	0.7	-1.9	4	0	-0.4	0.2	-2.2
Cn1ncc(Br)c1C(=O)N/N=C/c1ccc(OS(=O)(=O)c2ccccc2)cc1	9	5	-2.1	-40	-0.1	-0.4	3	15	-0.6	0.1	2.3
Cc1cccc(NC(=O)CN2CCN(C(=O)c3cccc(-n4cnnn4)c3)CC2)c1C	-3	-6	1.8	5	-1.3	-1.3	-5	0	-2.0	-0.4	-1.3
O=C(CN(C(=O)CCC(=O)Nc1nccs1)c1cccc(F)c1)NCCc1ccccc1	1	-10	-1.5	-2	0.0	-0.9	-2	4	-2.0	-1.0	1.3
N#C/C(=C\c1ccccc1OCc1ccc(C(=O)O)cc1)C(=O)Nc1ccc(O)cc1	-1	0	4.1	-27	-0.1	-0.9	-6	-11	-1.1	0.3	-2.1
CC(Sc1cccc[n+]1[O-])C(=O)Nc1cccc(S(=O)(=O)N2CCOCC2)c1 (stereo not given)	-3	-4	1.7	4	-0.5	-0.2	-5	-8	0.3	0.4	5.5
COc1ccccc1C(C)NCC(=O)NC(=O)NCc1ccco1 (stereo not given)	-6	-13	2.0	-1	1.2	-0.7	1	-11	-0.4	2.9	0.9
Cc1ccc(C(C(=O)NC2CCCCC2)N(C(=O)CCCC(=O)Nc2ccccn2)c2ccc3c(c2)OCCO3)cc1 (stereo not given)	-1	1	-0.5	3	-0.3	-1.0	-1	-4	0.4	-0.2	-1.2
CCCCN(C(=O)c1ccc(Cl)c(S(=O)(=O)N2CCOCC2)c1)c1c(N)n(CCC)c(=O)[nH]c1=O	1	-2	2.0	4	0.1	-0.7	-17	3	-0.1	1.1	-0.8
C[C@H](O)[C@@H]1CN2CCc3c([nH]c4c(-c5ccc6c(c5)OCO6)cccc34)[C@@H]2C[C@@H]1N(C)C(=O)c1ccco1	-5	-7	nt	0	-0.7	-1.1	-2	-1	0.2	nt	-2.6
O=C(C(=O)N1CCN(Cc2ccc3c(c2)OCO3)CC1)c1c[nH]c2ccccc12	2	-4	0.5	-15	-1.3	-0.6	4	3	4.7	-0.6	-0.4
O=C(CNc1ccccc1-c1ccccc1)NCc1ccccc1	6	8	-0.8	-4	0.4	-0.7	3	-2	-0.1	-0.2	-4.0
COC(=O)N/N=C/c1cn(CCCOc2ccccc2)c2ccccc12	0	2	-3.4	-10	-1.0	-1.7	2	2	-3.5	0.6	4.0
CC1CCN(c2c(NCc3ccc(C(=O)N4c5ccccc5CC4C)cc3)c(=O)c2=O)CC1 (stereo not given)	1	-1	0.1	-2	-1.8	1.1*	-1	-8	1.3	-1.2	-0.8
Cc1ccc(-n2ncc(C(=O)Nc3ccc(Cl)cc3)c2C2CCNCC2)cc1C	9.6*	4	2.5	-19	0.8	-2.0	-3	10	2.0	0.4	-0.3
CCN1CCN(c2ccc(S(=O)(=O)N3CCCCC3)cc2NC(=O)c2cccc(NC(C)=O)c2)CC1	-5	-11	-0.9	-1	-1.9	-0.1	-5	-6	2.4	-0.4	0.0
COC(=O)c1sc2nc(CSc3nc4ccc(C)cc4[nH]3)[nH]c(=O)c2c1C	-3	-7	-0.5	-8	0.4	-0.7	1	-4	6.1*	-0.7	-0.5
CC(=O)N1[C@@H](CO)[C@@H](c2ccc(-c3cccc(F)c3)cc2)[C@@H]1CNCC1CCC1	-1	-2	nt	-5	0.5	-0.5	2	8	-0.1	nt	-0.3
Cc1ccc(C(=O)O/N=C\c2ccc(N3CCOCC3)c([N+](=O)[O-])c2)cc1	0	2	-1.8	9	-0.8	-0.1	-4	-4	2.5	-0.5	-1.1
O=C1CCN(Cc2ccc(Br)cc2)CCN1[C@H](CO)c1ccccc1	0	2	-1.6	-3	0.2	-0.9	-1	10	-1.5	-0.4	-0.7
COc1cccc(N=Nc2ccc(O)c3ncccc23)c1	3	3	9.6*	25*	-1.6	-1.3	7	16	-0.8	-1.7	-4.2
Cc1cccc2nc(CSc3nc4cc([N+](=O)[O-])ccc4s3)cn12	-4	-9	2.6	-1	-0.9	-1.0	0	3	-1.8	3.1	-1.3
COC(=O)[C@@]12CCCCN1[C@H](c1ccc(-c3ccc(C(C)=O)cc3)c(OC)c1)[C@@H]1C(=O)N(C)C(=O)[C@@H]12	-21	-31	-2.3	-34	-0.3	-1.6	1	6	-1.7	-0.9	-3.0
CCS(=O)(=O)Nc1ccc(-c2nc3cccnc3s2)cc1	i	i	-0.7	-8	3.0	0.9	i	i	6.9*	0.6	11*
COc1ccc(N(CC(=O)N/N=C/c2cc(Br)c(C)o2)S(=O)(=O)c2ccc(NC(C)=O)cc2)cc1	-4	-3	2.2	-21	-0.2	-1.3	7	12	0.3	-1.0	0.4
CCOC(=O)C1CCCN(S(=O)(=O)c2ccc(S(=O)(=O)N(CC)CC)cc2)C1 (stereo not given)	0	1	-5.8	-3	-3.5	-2.5	-2	-1	-4.0	-5.8	-6.4
S=c1[nH]nc(-c2cc(-c3ccccc3)n[nH]2)n1/N=C/c1cccc2ccccc12	-1	0	nt	9	-0.6	-1.4	0	-2	-2.4	nt	-1.7
O=C1CCCCCCC1Sc1ccccc1[N+](=O)[O-] (stereo not given)	1	-1	1.5	-4	0.5	-0.8	-1	-6	-0.1	0.3	0.3
CCOC(=O)Nc1ccc(C)cc1NC(=O)OCC	4	1	-0.3	5	-0.6	-0.8	-1	1	-0.1	0.0	1.4

(more compounds)
SMILES	PLCg1 inh	PLC-beta3 inh	FXN GAA850 act	sPLA2-III inh	DAX1 inh-1	ssDAF-12 act	ADAM17 inh	ADAM10 inh	hcDAF-12 act	DAX1 inh-2	hgDAF12 agonist
CN(C)c1ccc(/C=N/N=C(N)N)cc1[N+](=O)[O-]	6	3	-0.8	4	-0.7	-1.1	3	1	-0.8	-0.3	0.4
COc1ccccc1C1(CC(=O)O)CCOC(C)(C)C1 (stereo not given)	0	1	-0.9	-3	-0.5	-1.1	-1	2	-1.6	-0.6	0.6
COc1cc(OC)cc(C(=O)N2CCN(c3ccccc3F)CC2)c1	5	0	-1.3	3	-0.4	-1.3	0	-1	-1.0	-0.2	-3.1
COc1cc(C(=S)N2CCOCC2)cc(OC)c1OS(=O)(=O)c1ccc(NC(C)=O)cc1	-2	1	-1.6	0	-0.6	-0.6	1	11	-0.4	-1.3	-1.7
COc1ccccc1NC(=O)CSc1nnc(CC(=O)Nc2ccccc2F)n1C	-3	-9	0.8	2	-0.1	-1.2	0	6	0.5	1.7	-0.2
Cc1cc([N+](=O)[O-])cc(C)c1OCC(=O)N/N=C/c1ccc(OC(=O)c2ccccc2Br)cc1	6	4	-0.8	-20	-0.9	-1.5	4	10	-0.3	-0.5	0.6
COc1ccc(N2C(=O)C(CC(=O)Nc3ccccc3)N(Cc3cccs3)C2=O)cc1 (stereo not given)	1	0	-3.3	-6	-0.2	-0.7	0	-6	1.8	0.5	1.4

The order is random, and some 6.9% of all compounds hit somewhere here.
